MT stabilize HCS = stabilizes microtubules in HeLa cells; HeLa tubulin immunostaining HCS, 24 h; share of cells brighter than vehicle mean+2SD; hit rate 0.83% among 200,000; % tubulin-high responders, % at 10 µM;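 active = plate Z-score above 3 for both tubulin-high and condensed-nucleus cell shares, with cell loss under 80%, at 10 µM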;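 note: anti alpha tubulin signal scored within the nucleus-defined area of each cell; some results filed as inactive read as strong as hits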
ER stress rescue = rescue of cells from ER stress-induced death, primary screen, 384-well, CSM14.1, thapsigargin, ATP luminescence (AID 1222). CSM14.1 thapsigargin-induced death rescue, ATP luminescence; higher % means a stronger effect. cellular ATP content (survival), % at 20 µM; hits with a dose series show EC50 in µM. 190,000 tested, under 10 active;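 active = EC50 below 50 µM in the dose-response confirmation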;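 note: death triggered by thapsigargin at about 15 µM added after 2 h compound pretreatment; cell ATP read after overnight thapsigargin exposure of roughly 18 to 22 hours; normalized against plate controls of thapsigargin alone and 5% DMSO vehicle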
WT yeast gro inh = growth inhibition of WT yeast, mitochondrial fusion screen | hit rate 2.1% among 190,000 | mitochondrial fusion phenotypic screen, WT strain | inhibition, % at 10 µM; in the data active = inhibition above about 58%; tested in S. cerevisiae
Autophagy HCS = alters autophagy in cells; MEF GFP-LC3 puncta imaging; test concentration mostly 10 µM; hit rate 0.98% among 190,000; AID 463193; calls only at 10 µM (by protocol);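 active = percentage of spot-positive cells more than 3 SD above its plate mean, without a fluorescence outlier flag or 80% toxicity; inconclusive = no clear call, values can overlap the other calls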;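 note: spot-positive cell cutoff set from DMSO-treated cells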
Insulin prom up = MIN6 insulin promoter up-regulation | MIN6 insulin promoter-GFP reporter, high-content imaging; active compounds read high | z-score at 5 µM | hit rate 0.3% among 190,000;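 active = z-score above 3 at 5 µM with at least 500 cells counted in the well; inconclusive = wells under 500 cells, flagged as cytotoxic or low count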
bCat nuc transl = modulators of beta-catenin nuclear translocation | HeLa beta-catenin nuclear translocation, immunofluorescence imaging | AID 1665 | hit rate 0.3% among 190,000 | nuclear translocation activity, % at 5 µM;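 active = nuclear translocation activity above 50% at 5 µM, with a well cell count of 50 or more; inconclusive = wells under 50 cells across six images, flagged as toxic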;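 note: per-cell ratio of nuclear to cytoplasmic median beta-catenin stain intensity; plate controls were DMSO negative control for no effect and GSK-3 inhibitor IX positive control for full effect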
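Test system: human HeLa cell line; Doses: 5 µM primary, 0.02–20 µM confirmation; Incubation: 24 h compound exposure, 37°C; Detection: beta-catenin immunofluorescence imaging with DAPI; Read-out: beta-catenin nuclear/cytoplasmic ratio, % activation.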
XIAP antagonists = small molecules displacing peptide from XIAP – biochemical, IAP family, fluorescence polarization (AID 1018); XIAP BIR domain, fluorescence polarization peptide displacement; higher % means a stronger effect; displacement, % at 20 µM; hits with a dose series show IC50 in µM; hit rate 0.007% among 200,000; in the data active = displacement above about 50%; note: a part of the inactive calls stands beside numbers as strong as those of hits
Dynein cargo inh = dynein cargo transport inhibition | hit rate 0.47% among 220,000 | 3617.4 mouse cells, GR-EGFP nuclear translocation imaging; test concentration mostly 20 µM; stimulated with dexamethasone, 1 µM; active compounds read low | z-score, hits read low;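 active = plate z-score of nuclear minus cytoplasmic receptor signal below a set negative limit, without overly bright fluorescence or cell loss, cut at about -3.5 in these data, passing the limit was not always enough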;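 note: z-score of nuclear minus cytoplasmic ring GR-EGFP intensity difference per well; some compounds called inactive have numbers as strong as hits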
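Buffer or medium: tetracycline-free induction medium containing charcoal-stripped FBS / Reagent: dexamethasone agonist, 1.0 µM final, for 30 min / Technique: automated 10x imaging of fixed Hoechst-stained cells / Times: induction 48 h, compound 1 h, agonist 30 min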
Lipid droplet = modulators of hepatic lipid droplet formation; AML12 mouse hepatocytes, oleate lipid droplets, BODIPY imaging; hit rate 0.4% among 240,000; AID 1656; inhibition, % at 6.5 µM;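 active = lipid droplet intensity inhibited by at least 50%, with more than 500 cells counted; inconclusive = wells with under 300 cells, treated as cytotoxic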
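Technique: fluorescence imaging, 20x objective, two fields per well / Assay system: AML12 hepatocytes (mouse) / Measure: % inhibition of lipid droplet signal / Doses: 6.5 µM single-point dosing / Incubation: overnight exposure / Reagent: 100 µM oleic acid challenge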
WT yeast gro inh mutant strain = also measured in WT yeast gro inh; calls as there; inhibition, %; mitochondrial fusion phenotypic screen, mutant strain inhibition
Dynein cargo inh cytoplasmic EGFP = also measured in Dynein cargo inh; calls as there; z-score; measured here: cytoplasmic GR-EGFP intensity; active compounds read high
Dynein cargo inh nuclear GR-EGFP = second read-out of Dynein cargo inh, no call of its own (marks repeat the call); z-score; measured here: nuclear GR-EGFP intensity;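 lower value marks the stronger effect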
Dynein cargo inh cell count = also measured in Dynein cargo inh; calls as there; z-score; measured here: cell count per field
Insulin prom up cell count = further read-out of Insulin prom up, marked with its call; cell count; measured here: cytotoxicity, nuclei count;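 total cells summed across four imaged fields per well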
Lipid droplet cells 6.5 µM = also measured in Lipid droplet; calls as there; cell count; measured here: cell count, cytotoxicity flag;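 cells counted across two imaged fields per well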
bCat nuc transl cell count 5 µM = further read-out of bCat nuc transl, marked with its call; cell count; measured here: cell count, cytotoxicity flag
MT stabilize HCS Hoechst-high % = second read-out of MT stabilize HCS, no call of its own (marks repeat the call); % Hoechst-high responders; measured here: nuclear condensation Hoechst responders;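 share of cells brighter than vehicle mean plus two SD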
MT stabilize HCS cytotoxicity % = also measured in MT stabilize HCS; calls as there; toxicity, %; measured here: cytotoxicity by cell density;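 0% = mean cell density of plate MIN control wells and 100% = no cells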
Autophagy HCS cell loss 18 h = second read-out of Autophagy HCS, no call of its own (marks repeat the call); toxicity, %; measured here: cell loss, nuclei count;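 cell loss after 18 h compound exposure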
Numbers without * were called inactive; i = inactive; ? = inconclusive; . = no result given; & = joins results of further samples; ! = a repeat was not active. Compounds as they come (roughly 4% active in at least one column).

SMILES	MT stabilize HCS	MT stabilize HCS Hoechst-high %	MT stabilize HCS cytotoxicity %	ER stress rescue	WT yeast gro inh	WT yeast gro inh mutant strain	Autophagy HCS	Autophagy HCS cell loss 18 h	Insulin prom up	Insulin prom up cell count	bCat nuc transl	bCat nuc transl cell count 5 µM	XIAP antagonists	Dynein cargo inh	Dynein cargo inh cytoplasmic EGFP	Dynein cargo inh nuclear GR-EGFP	Dynein cargo inh cell count	Lipid droplet	Lipid droplet cells 6.5 µM
Cc1ccc2[nH]c3c(c2c1)CN(C(=O)CN1CCN(Cc2ccc4c(c2)OCO4)CC1)CC3	2.8	2.3	6.4	-1.2%	-4	-3	i	12	-4	890	-1.0	933	-2.2%	-1	-0.36	-0.56	0.29	.	.
CC(C)CCc1noc(CN2CCN(CC(=O)NC(C)C)CC2)n1	.	.	.	.	.	.	.	.	0.65	1023	0.5	1373	.	0.49	-0.23	0.12	-0.042	10	726
Cc1cccc(C)c1OCC(=O)Nc1ccc(NC(=O)c2ccco2)cc1	2.7	1.1	6.2	-0.6%	5	-3	i	7	-0.73	1478	-1.6	1118	-3.3%	-0.66	-0.34	-0.8	0.89	5	711
COC(=O)c1c(NC(=O)c2cccnc2Cl)sc(C(=O)N(C)C)c1C	2.7	3.2	6.3	-1.3%	14	-1	i	11	0.06	1355	-1.2	544	-11%	-0.096	-0.041	-0.26	0.49	27	687
Cc1nn(-c2ccccc2)c(N2CCCCC2)c1/C=N/NC(=O)c1ccncc1	2.8	1.0	7.3	0.2%	-8	-4	i	-3	.	.	0.3	1526	-17%	1.2	-0.016	0.7	-0.35	8	605
O=C(NC1CCCCC1)N1CCC(n2cnc3ccccc32)CC1	1.6	1.4	9.1	-1.5%	6	12	.	.	-0.48	1160	-6.7	971	0.5%	-0.31	-0.16	0.16	0.84	.	.
O=C(O)C1CCN(S(=O)(=O)c2ccc3c(c2)OCCCO3)CC1	4.1	2.5	7.6	0.6%	-9	16	i	-4	-1.1	1253	-1.7	1046	-4.6%	-0.21	0.026	0.23	-0.21	8	696
COc1ccc(OC)c(NC(=O)CCN2CCN(c3ccccc3F)CC2)c1	2.3	1.3	6.8	2.8%	-4	1	i	-7	0.24	811	.	.	-8.7%	0.63	-0.28	0.53	0.87	-10	809
CCN(C(=O)CSc1nc2cc(C(F)(F)F)ccc2n1Cc1ccccc1)C1CCS(=O)(=O)C1 (stereo not drawn)	2.6	1.7	12	-4.6%	-4	-7	i	-2	0.51	1366	.	.	-6.8%	0.65	-0.2	0.83	-0.74	-1	635
O=C(N/N=C/c1ccc([N+](=O)[O-])o1)c1cc(-c2ccncc2)nc2ccccc12	20	12	32	-0.9%	-9	-6	i	30	0.19	1509	-0.2	1438	-2.2%	-5*	1.6*	-1.3*	-0.22*	.	.
O=C(OCC(=O)N1CCCC1)c1cc(Br)ccc1Cl	1.3	1.2	3.6	0.5%	-17	-13	i	-6	-0.33	1314	-2.5	1127	-4.4%	-0.65	-0.25	-0.4	0.98	18	715
C/C=C/c1ccc(OCCOCCOc2cccc3cccnc23)c(OC)c1	4.5	2.9	10	0.5%	25	-13	i	-4	0	1244	-0.9	520	-15%	-0.42	-0.23	-0.26	1	-34	650
COc1cccc(NC(=O)CSCC(=O)Nc2ccccc2)c1	1.1	1.0	1.9	-3.7%	5	20	i	1	.	.	1.9	1202	1.3%	-0.66	-0.13	-0.099	0.41	22	755
Cc1ccc(C2C(C(=O)c3sc(C)nc3C)=C(O)C(=O)N2CCN2CCOCC2)o1 (stereo not drawn)	4.8	3.1	8.4	-1.6%	10	-4	i	-6	-0.22	1322	0.4	1394	-2.2%	-0.87	-0.18	-0.31	0.85	.	.
O=C(Cc1cnc2ncnn2c1)N1CCc2c([nH]c3ccccc23)C1c1ccccc1F (stereo not drawn)	2.3	2.0	5.9	-0.6%	-4	-6	i	-4	.	.	-0.8	995	-6.5%	1.4	0.11	1.2	-0.15	0	684
COc1ccccc1-n1c(-c2ccccc2)c[n+]2c1CCc1ccccc1-2	3.5&3.5	1.1&2.7	1.0&2.1	-1.5%&1.5%	63*!	48*!	i	25&9	?	511	1.5&-1.8	952&1057	-6.3%&-3.1%	0.93&2.3	-0.32&0.15	0.74&1.9	-0.059&-2.4	-16&-20	622&695
CCC(C)NC(=O)CC(C)C (stereo not drawn)	.	.	.	.	.	.	.	.	0.2	1022	-0.8	1391	.	-0.9	-0.26	-0.4	0.61	-6	666
C=CCc1cccc(/C=N/NC(=O)CCC(=O)Nc2ccc(F)cc2)c1O	2.0	3.3	3.6	-2.3%	-5	-16	i	19	0.08	1099	.	.	-3.4%	-0.56	-0.037	-0.68	0.69	4	440
CC(=O)Cn1c(C(F)(F)F)nc2ccccc21	2.5	2.5	11	-0.3%	11	31	i	15	0.41	1355	-2.7	878	-6.6%	-0.77	-0.4	-0.061	0.47	.	.
Cc1c(Cl)c(C(=O)NNC(=S)Nc2ccc(F)cc2)nn1C	1.6	1.1	6.0	-1.1%	1	4	i	-20	-0.27	1399	0.4	1521	0.1%	0.13	-0.36	0.19	0.058	2	662
CSc1ccccc1NC(=S)Nc1ccccc1C(F)(F)F	1.5	1.6	14	1.0%	-3	-2	i	-11	-0.11	881	-0.1	1183	-5.2%	-0.75	-0.26	-0.34	0.83	7	769
CCCCN1C2=NCCCN2c2ccccc21	3.2	2.1	3.7	0.6%	6	-3	i	0	-0.48	1644	-1.0	1367	2.8%	1.1	-0.054	-0.067	-1.7	.	.
CCCCCNCc1cccn1C	1.1	1.2	8.5	1.0%	12	5	i	-10	0.12	792	0.0	1138	-3.7%	-0.62	-0.24	-0.16	0.59	1	776
CCOC(=O)C(NC(=O)c1ccccc1)(OCc1ccccc1)C(F)(F)F (stereo not drawn)	2.5	1.8	2.7	-0.5%	9	11	i	7	-0.14	1239	1.8	480	-4.8%	0.79	-0.29	0.48	0.4	54*	630*
COc1ccc2[nH]cc(CCNC(=O)C3CCCNC3=O)c2c1 (stereo not drawn)	4.8	1.5	11	11%	14	9	i	-7	0.04	1056	.	.	-8.3%	0.34	1.2	0.51	-0.47	.	.
O=C(NCc1ccc(Cl)cc1)c1ccc(COCC(F)(F)F)o1	3.2	1.0	8.4	-2.7%	1	-6	i	3	-0.58	1318	.	.	-1.0%	-0.65	-0.19	0.18	0.34	-1	661
Cn1c(Cc2cccs2)nnc1SC/C=C/c1ccccc1	18	32	95	-1.8%	-2	7	i	-3	0.82	1236	1.1	1158	-12%	-0.71	-0.16	-0.068	1.1	-19	770
CCCCOC(=O)CNc1nnc(SCC(=O)OCC)[nH]c1=O	4.4	2.9	4.0	.	15	23	i	3	-0.41	1228	.	.	-2.0%	-0.24	-0.26	-0.26	0.3	44	635
C#CCSc1n[nH]c(=O)n1-c1cccc(C(F)(F)F)c1	.	.	.	.	.	.	.	.	0.92	1451	0.7	1292	.	-0.16	-0.19	-0.13	0.46	-8	703
Cc1sc(NC(=O)CN(Cc2ccc(F)cc2)C(=O)C(C)C)c(C(N)=O)c1C	1.3	1.5	6.9	6.6%	23	-2	i	-11	.	.	.	.	-6.6%	-0.83	-0.052	-0.64	0.38	.	.
COc1ccc(NC(=O)CCC(=O)N/N=C/c2cn(C)nc2C)cc1	.	.	.	.	.	.	.	.	1.9	939	-0.7	1348	.	-0.59	-0.14	0.13	0.32	29	695
Cc1ccn2c(NC3CCCC3)c(-c3ccccn3)nc2c1	1.8	1.5	10	-1.1%	76*	66*	i	-5	-2.1	830	-5.7	782	-4.6%	-0.96	-0.27	0.22	-0.27	0	700
CCN1CCN(CCCNC(=O)c2cc3cc4ccc(OC)cc4nc3o2)CC1	2.2	1.1	5.1	-1.0%	8	0	i	-2	-0.48	1540	1.2	1286	-1.9%	3.5	-0.17	1.6	-1.4	.	.
c1ccc(-c2cnnc(N3CCOCC3)n2)cc1	3.6	1.8	12	-0.7%	4	-35	i	0	1.2	1415	-2.5	818	-16%	-0.4	-0.17	0.018	1.4	.	.
Cc1cc(C)cc(Oc2coc3cc(OC(=O)c4cccs4)ccc3c2=O)c1	2.6	1.8	11	-0.9%	22	-1	i	19	.	.	1.8	1112	3.5%	-0.56	0.043	0.025	0.54	0	716
Cc1ccnc(NC(=O)CCc2c(C)nc3ncnn3c2C)c1	2.3	1.2	2.7	-0.8%	-6	-4	i	-7	-0.2	1593	2.3	1412	-2.6%	0.053	-0.2	0.034	0.16	.	.
CSc1ccc(Cl)c(C(=O)NC2CCCC2)c1	3.1	2.5	4.9	-0.3%	-7	-7	i	0	0.84	1157	-3.1	1240	-5.3%	0.35	-0.13	0.3	-0.27	0	780
Cc1nnc(SCC(=O)NC2CCCCC2)s1	2.2	2.6	6.0	-1.6%	9	9	i	-22	0.85	1452	-1.0	1025	-6.8%	2.1	0.61	1.8	-1.4	2	726

High-throughput results: PubChem, several laboratories
